# EPAC1 agonist – agonists of human EPAC1. O95398. EPAC1 agonist qHTS, biochemical assay; response scale: 100% = response to 6.5 mM cAMP. Potency, µM (highest dose often 154 µM), for the others: top-dose activation, usual class: activators. 360,000 tested, 0.073% active. AID 720707; also: potency is read from the fitted curve at half-maximal effect; nearly all actives have a fitted effect of over 60% in size
#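 Compounds were pinned as a concentration titration into mixtures of EPAC1 (100 nM), BODIPY-GDP-loaded Rap1B (250 nM) and GDP (50 uM). After 5 min at room temperature, fluorescence was followed for 30 min; activity was scaled to 6.5 mM cAMP.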
# PLK1 PBD inh – PLK1 (human) polo-box domain binding inhibition. Potency, µM, for the others: max response, negative = inhibition, hits mostly inhibitors. 360,000 tested, 2.8% active. AID 720504. Plk1 PBD binding of FITC phosphopeptide, fluorescence polarization. P53350; also: potency is read from the fitted curve at half-maximal effect; series mostly up to about 57 µM; % is scaled to controls: 0 for no effect and ±100 for the full control effect; nearly all actives have a fitted effect of over 65% in size
# PI5P4K alpha inh – inhibitors of human PI5P4K alpha; P48426; PI5P4Kalpha enzyme, ADP-Glo luminescence, 60 min; hits give low values; max response, %; 330,000 tested, 1.2% active; AID 652105; active = max response of -50% or lower; inconclusive = between -30% and -50%; inactive = -30% or higher; also: value at the top dose of about 77 µM; % is scaled to controls: 0 for no effect and ±100 for the full control effect
#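 qHTS, 1536-well: enzyme/substrate mix, compound by pin tool, 5 microM ATP final; RT 60 min; ADP-Glo reagents 1 (45 min) then 2 (30 min); luminescence.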
# EPAC1 antag – EPAC1 (human) antagonism. O95398. EPAC1 GEF assay, Rap1b-BODIPY-GDP exchange fluorescence. Potency, µM (highest dose often 115 µM), inactives show at the top dose activity change, negative = inhibition, actives largely listed as inhibitors. 360,000 tested, 0.14% active. AID 720709;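 also: potency is read from the fitted curve at half-maximal effect; plate controls were vehicle for no effect and positive control for full effect; nearly all actives have a fitted effect of over 50% in size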
# CCT modulator – cytosolic chaperonin activity modulation; purified chaperonin ATPase assay, HTRF ADP detection, 30 min; activity change, % (no concentration beside the values), hits read low; 360,000 tested, 0.3% active; in the data active = activity change below about -30%; also: % is scaled to controls: 0 for no effect and ±100 for the full control effect
#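 Nucleotide hydrolysis assay: TRiC at 20–40 nM final (set by batch activity) with 10 uM ATP, 30 min at 37 °C, in presence of 76 uM compound. Detection by competitive ADP HTRF, 30 min ambient.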
# WRN inhibitor – blocks human WRN helicase; WRN helicase unwinding, fluorescent forked duplex, kinetic; Potency, µM (top dose mostly 114 µM), without a hit: at the highest dose activity change, negative = inhibition, most hits filed as inhibitors; 360,000 tested, 0.46% active; also: potency is read from the fitted curve at half-maximal effect; % is scaled to controls: 0 for no effect and ±100 for the full control effect; nearly all actives have a fitted effect of over 55% in size
# Target sequence (Q14191 whole entry, looked up): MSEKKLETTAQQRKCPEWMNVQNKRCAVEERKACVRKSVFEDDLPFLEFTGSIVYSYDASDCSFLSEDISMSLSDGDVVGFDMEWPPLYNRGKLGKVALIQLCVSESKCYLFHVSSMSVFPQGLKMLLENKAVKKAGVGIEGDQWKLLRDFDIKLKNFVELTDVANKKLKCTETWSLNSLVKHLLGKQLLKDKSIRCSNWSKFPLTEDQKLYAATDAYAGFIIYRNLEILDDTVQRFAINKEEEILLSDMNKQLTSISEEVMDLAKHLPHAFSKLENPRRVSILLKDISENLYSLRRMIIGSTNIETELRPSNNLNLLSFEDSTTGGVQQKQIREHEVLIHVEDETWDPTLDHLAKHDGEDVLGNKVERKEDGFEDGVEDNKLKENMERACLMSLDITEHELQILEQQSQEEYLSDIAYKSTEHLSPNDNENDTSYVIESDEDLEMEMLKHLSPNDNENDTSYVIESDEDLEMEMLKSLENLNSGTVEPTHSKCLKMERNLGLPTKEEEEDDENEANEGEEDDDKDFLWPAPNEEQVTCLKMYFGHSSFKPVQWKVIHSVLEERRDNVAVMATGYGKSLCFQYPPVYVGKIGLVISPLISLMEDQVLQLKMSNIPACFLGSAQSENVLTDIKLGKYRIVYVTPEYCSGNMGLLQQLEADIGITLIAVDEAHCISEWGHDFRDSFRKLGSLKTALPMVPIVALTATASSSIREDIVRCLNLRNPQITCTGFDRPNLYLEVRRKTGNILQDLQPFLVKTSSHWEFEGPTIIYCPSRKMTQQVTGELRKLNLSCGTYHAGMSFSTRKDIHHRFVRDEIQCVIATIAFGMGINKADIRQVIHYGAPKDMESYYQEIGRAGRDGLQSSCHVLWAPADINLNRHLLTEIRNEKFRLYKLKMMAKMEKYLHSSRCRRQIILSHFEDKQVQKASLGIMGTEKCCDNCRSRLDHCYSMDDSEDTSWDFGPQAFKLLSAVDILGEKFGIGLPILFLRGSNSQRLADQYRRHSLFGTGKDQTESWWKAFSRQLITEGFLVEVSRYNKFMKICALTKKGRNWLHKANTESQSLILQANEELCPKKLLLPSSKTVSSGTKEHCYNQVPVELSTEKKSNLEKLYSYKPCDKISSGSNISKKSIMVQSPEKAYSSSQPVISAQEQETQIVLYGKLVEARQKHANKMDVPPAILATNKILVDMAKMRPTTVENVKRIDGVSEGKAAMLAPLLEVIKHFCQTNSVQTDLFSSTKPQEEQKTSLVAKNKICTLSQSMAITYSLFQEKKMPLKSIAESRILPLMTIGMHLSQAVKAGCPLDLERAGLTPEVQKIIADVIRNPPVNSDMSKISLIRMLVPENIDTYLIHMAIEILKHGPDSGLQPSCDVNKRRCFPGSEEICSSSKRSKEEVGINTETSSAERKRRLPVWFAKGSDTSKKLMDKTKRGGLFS
#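 Enzyme (20 nM final) and test compound sit together 15 min at room temperature before substrate addition. Substrate is a single-forked duplex oligonucleotide (100 nM) labelled with fluorophore and quencher, with 2 mM ATP; helicase unwinding raises red fluorescence, read kinetically.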
# IL-2 act – IL-2 activation | IL-2 activation reporter assay, cell-based qHTS; stimulated with anti-CD3/CD4/CD28 beads; in transgenic mouse T cells | activation, % (series mostly up to about 46 µM) | 360,000 tested, 0.065% active | AID 652025; in the data active = activation above about 50%; inconclusive = mostly about 30% to 49%; also: 0% is about no effect
#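 EGFP and DsRed fluorescence is measured by plate cytometry in unstimulated transgenic mouse T cells exposed to compound for 60 minutes, then stimulated 18 hours at 37 degrees C with anti-CD3/anti-CD4 beads plus anti-CD28.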
# EPAC2 ag – EPAC2 (human) agonism. EPAC2 activation, biochemical qHTS; response scale: 100% = 6.5 mM cAMP response. Potency, µM (highest dose often 154 µM), inactives show top-dose activation, most hits filed as activators. 360,000 tested, 0.079% active. AID 720711; also: potency is read from the fitted curve at half-maximal effect; nearly all actives have a fitted effect of over 50% in size
#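 Readout is BODIPY fluorescence (480 nm excitation, 540 nm emission), which falls as labeled GDP is exchanged off Rap1B. EPAC2 at 100 nM acted on 250 nM RAP1B-BODIPY-GDP with 50 uM GDP present.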
# * = called active by the depositor; u = inconclusive; x = no result given; [ ] = dose if it differs, or a comment. Unless noted, calls follow the shape of the dose curve; as a rule, active = well fitted curve in the direction sought with a large enough effect; inconclusive = small, poorly fitted or top-dose-only effect, or another doubt; inactive = no such curve, though single readings can be large; an effect the other way counts as inactive or inconclusive. This is a subset. The share of hits here may be higher or lower than overall.
SMILES,EPAC1 agonist,PLK1 PBD inh,PI5P4K alpha inh,EPAC1 antag,CCT modulator,WRN inhibitor,IL-2 act,EPAC2 ag
COc1cc2c(cc1O)C[C@H]1NCCc3cc4c(c-2c31)OCO4,-18%,-7%,-11,-5%,-1.1,u,-0.5,2%
COC(=O)C1=C(c2ccccc2OCc2ccccc2)C[C@@H]2CC[C@H]1N2C(=O)NCCOc1ccccc1,-9%,0%,25,-2%,-0.5,-8%,-3.4,9%
CCOC(=O)COc1ccc2c(c1)c(C(C)=O)c(C)n2Cc1ccccc1,5%,-6%,11,-7%,-1.8,-12%,1.1,15%
Cc1ccc(/C=C2\C(=O)NC(=O)N(CCc3ccc(F)cc3)C2=O)o1,1%,0.95µM*,-53*,-29%,2.2,-36%,-0.8,10%
CCN1CCN(S(=O)(=O)c2ccc(Cl)nc2)CC1,7%,-7%,-5,10%,0.2,2%,0.5,0%
O=c1cc(C(F)(F)F)c2cc3c4c(c2o1)CCCN4CCC3,u,1.2µM*,5,99%[activator],-0.5,-4%,18,45µM*
COC(=O)C1=C(c2ccc(-c3ccccc3)c(F)c2)C[C@@H]2CC[C@H]1N2C(=O)N1CCCC1,-6%,-5%,-8,-15%,-33*,1%,-0.8,3%
Cc1ccc(N2C(=O)/C(=C/c3ccc(CN(CCC#N)S(C)(=O)=O)o3)C(=O)NC2=S)cc1,4%,6µM*,-71*,u,-1.7,50µM*,-2.4,7%
CCOC(=O)C(O)(c1ccc(NC(=O)c2ccco2)c(OC)c1)C(F)(F)F (stereo not drawn),-5%,-4%,-4,-22%,-0.5,-16%,-3.9,1%
COC(=O)CCC(=O)Nc1sc(Cc2ccccc2)c(C)c1C(N)=O,-7%,2.4µM*,u,6%,3.8,-2%,-1.8,-5%
CN1C(=O)C2C[C@@]3(Br)c4ccccc4N(OOSc4ccccc4)[C@H]3N2C(=O)[C@@H]1Cc1ccccc1 (stereo partly drawn),-12%,-6%,0,-10%,1.0,-3%,0.5,11%
O=C1Nc2ccccc2Sc2ccccc21,1%,3%,1,5%,-0.4,0%,0.3,0%
Cc1cc(OCC(=O)NCc2ccc(S(N)(=O)=O)cc2)c2c3c(c(=O)oc2c1)CCC3,-14%,-6%,2,-9%,-6.2,5%,-3.3,-8%
COc1ccc(C)cc1NC1=NCCCS1,2%,-4%,-1,-13%,1.7,-16%,0.9,4%
COC(=O)C1=C(c2c(C)noc2C)C[C@@H]2CC[C@H]1N2C(=O)N1CCc2cc(OC)c(OC)cc2C1,0%,2%,2,3%,1.5,10%,0.7,-2%
CSc1nc(C)c(Br)c(N2CC2)n1,15%,-1%,2,u,-2.7,11%,0.5,12%
CCOC(=O)C(NC(=O)CCl)(Nc1ccc(C(O)(C(=O)OCC)C(F)(F)F)cc1)C(F)(F)F (stereo not drawn),-5%,-4%,-2,-8%,1.2,-1%,-2.0,2%
CCCCn1c(O)c(C(C)=NC(Cc2c[nH]c3ccccc23)C(=O)OC)c(=O)[nH]c1=O (stereo not drawn),12%,-5%,x,0%,-1.5,2%,-1.6,0%
COc1ccc(C2C3C=CC(C3)C2C(=O)O)cc1 (stereo not drawn),-5%,-4%,1,2%,0.5,2%,2.5,6%
Cc1oc(-c2ccccc2)nc1CN1C(=O)C(C)N=C(c2ccccc2F)c2cc(Cl)ccc21 (stereo not drawn),5%,3%,-1,-11%,0.4,-9%,-1.1,0%
CCC(=NCCCN(C)C)c1c(O)n(-c2ccc(OC)cc2)c(=O)[nH]c1=O,3%,-2%,x,3%,1.3,9%,-1.4,8%
COC(=O)C1=C(c2cccc(Cl)c2)C[C@@H]2CC[C@H]1N2C(=O)N1CCCC1,3%,-11%,-2,-7%,0.3,-1%,-2.6,10%
Oc1ccccc1Cl,10%,5%,8,0%,1.2,-2%,0.3,6%
Clc1ccc(OCC#CCN2CCCCCC2)cc1,1%,-10%,-2,-14%,-3.2,4%,-2.0,16%
Fc1c(F)c(F)c(N2CCNCC2)c(F)c1F,2%,u,11,12%,-1.4,-1%,0.2,-2%
O=C(O)c1[nH]c(=O)[nH]c(=O)c1F,9%,-7%,-25,4%,-2.3,-7%,3.9,15%
O=C(CCc1nc(-c2ccccc2F)no1)N1CCC2(CC1)OCCO2,-1%,0%,2,7%,1.6,6%,-1.3,0%
COC(=O)C1=C(c2ccc(S(C)(=O)=O)cc2)C[C@@H]2CC[C@H]1N2C(=O)NCC1CC1,-23%,-1%,3,8%,-2.7,5%,3.0,9%
CCOc1ccc(N2C(=O)NC(=O)/C(=C\c3ccccc3[N+](=O)[O-])C2=O)cc1,4%,9.5µM*,u,-11%,2.0,-6%,-0.5,-1%
NS(=O)(=O)c1cccc(N2CCNCC2)c1,-10%,-5%,-2,17%,-0.8,7%,-1.3,3%
CCCC/C(=N\O)c1c[nH]c2ccccc12,7%,-12%,x,-6%,-0.4,-8%[57.1 µM],-1.8,-1%
CCOc1ccc(CN2CCN(C(=O)Cc3ccccc3)CC2)cc1,2%,-3%,5,-3%,-0.9,3%,0.4,2%
COc1cccc(OC)c1C1=NCC(=O)Nc2c1oc1ccc(Br)cc21,-5%,-3%,-4,-14%,-1.6,-5%,-3.1,18%
O=C(N/N=C/c1c(O)n(CCc2ccccc2)c(=O)[nH]c1=O)c1ccncc1,-5%,-6%,-77*,-4%,1.1,-10%,0.4,0%
O=C1CC(c2ccccc2)CN1 (stereo not drawn),3%,8%,-6,-13%,0.1,-8%,1.2,1%
CCC(=O)Nc1ccc(N2CCN(CC)CC2)c(Cl)c1,2%,-15%,0,3%,-1.6,8%,-2.3,0%
COc1cc(OC)c(OC)cc1CNCCc1ccc(F)cc1,0%,4%,3,-6%,1.7,-4%,-0.9,3%
CC12CC[C@H]3[C@@H](CCC4(O)C[C@H](O)CCC34/C=N/NC(=O)Cc3ccccc3)C1(O)CCC2C1=CC(=O)OC1 (stereo partly drawn),2%,-6%,1,5%,1.2,1%,-1.3,-13%
CC(C)=CCc1c(O)cc2c(c1O)C(=O)CC(c1ccc(O)cc1)O2 (stereo not drawn),-7%,-12%,-20,-17%,-0.5,1%,0.2,21%
Cc1ccc(O)c(C(=O)c2cc(C(=O)NCc3ccccc3)c(=O)n(Cc3ccccc3)c2)c1,-9%,-1%,-6,-2%,0.5,-23%,-7.3,-1%
Cc1cc(OCC(=O)NCC2CCC(C(=O)O)CC2)c2c3c(c(=O)oc2c1)CCC3 (stereo not drawn),-8%,-11%,9,-6%,0.3,-6%,-0.4,4%
O=C1NC(=O)N(c2ccc3c(c2)OCO3)C(=O)/C1=C\c1ccsc1,5%,4.7µM*,-24,1%,-2.0,-11%,1.3,2%
COC1C(C)OC(OC2CC(C)(O)Cc3cc4c(c(O)c32)C(=O)c2c(O)cc3c(c2C4=O)OC2OC3(C)C(O)C(N(C)C)C2O)C(OC)C1(C)OC (stereo not drawn),100µM*,-15%,0,130%[activator],-0.8,16µM*,-2.3,12%
OC(C#CCN1CCOCC1)(c1ccccc1)C1CCCC1 (stereo not drawn),-5%,-10%,4,-6%,-2.2,-12%,0.0,1%
CC(C)c1ccc(N=Cc2c(O)n(C3CC3)c(=S)[nH]c2=O)cc1,-6%,-2%,-8,25%,1.9,-10%,-5.0,0%
Cc1sc2ncn(CC(=O)N3CCC4(CC3)OCCO4)c(=O)c2c1C,8%,-4%,0,0%,-5.2,4%,0.0,-2%
O=C1NC(=O)C(=Cc2ccc(-c3ccccc3[N+](=O)[O-])o2)C(=O)N1,10%,1.3µM*,0,u,-0.5,u,-5.3,15%
CC[C@@H](C(=O)[C@@H](C)[C@@H](O)[C@H](C)[C@@H]1O[C@@H]([C@@H](CC)C(=O)O)CC[C@@H]1C)[C@H]1O[C@]2(C=C[C@@H](O)[C@]3(CC[C@@](C)([C@H]4CC[C@](O)(CC)[C@H](C)O4)O3)O2)[C@H](C)C[C@@H]1C,-37%[inhibitor],3%,0,5%,-0.3,7%,-0.8,-9%
O=C1NCN(c2ccccc2)C12CCN(C(c1nnnn1Cc1ccccc1)C1CC1)CC2 (stereo not drawn),-3%,4%,-1,1%,-1.9,-2%,0.3,2%
O=C(Cc1ccccc1)Oc1ccccc1N1C(=O)CCC1=O,4%,-11%,0,23%,-0.7,0%,-3.7,5%
CC(=O)Nc1ccccc1C(=O)OCc1ccc(F)cc1,1%,2%,1,4%,0.0,-1%,0.3,3%
O=C(Cn1nc(-c2ccccc2)ccc1=O)N1CCC2(CC1)OCCO2,-3%,-1%,1,5%,-11,5%,-0.5,6%
C[C@H](N)CN1CCc2ccc(Br)cc21,-6%,0%,14,7%,1.4,6%,-0.5,-4%
O=C(NCCN1CCOCC1)c1ccc(Cl)nc1Cl,-7%,0%,-1,-14%,0.5,9%,-2.4,3%
COc1ccc([N+](=O)[O-])cc1CSc1ccccn1,-7%,u,-5,-23%,-1.4,5%,-2.9,11%
c1ccc(-c2cc(-c3ccccc3)[n+](-c3ccccc3)c(-c3ccccc3)c2)cc1,9%,-13%,7,-6%,1.8,-9%,-3.8,4%
CCN(CC)c1ccc(CC2C(=O)N(C)C(=O)N(C)C2=O)cc1,-2%,u,-3,7%,0.0,20µM*,-1.3,-5%
O=C(c1cn(Cc2ccccc2)c2ccccc12)N1CCCCC1,9%,-10%,2,-23%,-3.1,0%,-0.7,-1%
O=C(Cc1ccccc1)N1CCN(Cc2cccc(Br)c2)CC1,-14%,27µM*,-11,4%,-1.3,7%,0.3,5%
COc1ccc(CC(C)NC2CCCCCC2)cc1 (stereo not drawn),5%,-9%,-7,-7%,-0.7,7%,-1.9,1%

# Gathered by group, the compounds so far containing four or more nitrogen atoms (five)
SMILES,EPAC1 agonist,PLK1 PBD inh,PI5P4K alpha inh,EPAC1 antag,CCT modulator,WRN inhibitor,IL-2 act,EPAC2 ag
Cc1ccc(N2C(=O)/C(=C/c3ccc(CN(CCC#N)S(C)(=O)=O)o3)C(=O)NC2=S)cc1,4%,6µM*,-71*,u,-1.7,50µM*,-2.4,7%
CCCCn1c(O)c(C(C)=NC(Cc2c[nH]c3ccccc23)C(=O)OC)c(=O)[nH]c1=O (stereo not drawn),12%,-5%,x,0%,-1.5,2%,-1.6,0%
CCC(=NCCCN(C)C)c1c(O)n(-c2ccc(OC)cc2)c(=O)[nH]c1=O,3%,-2%,x,3%,1.3,9%,-1.4,8%
O=C(N/N=C/c1c(O)n(CCc2ccccc2)c(=O)[nH]c1=O)c1ccncc1,-5%,-6%,-77*,-4%,1.1,-10%,0.4,0%
O=C1NCN(c2ccccc2)C12CCN(C(c1nnnn1Cc1ccccc1)C1CC1)CC2 (stereo not drawn),-3%,4%,-1,1%,-1.9,-2%,0.3,2%
